Source: PubChem (National Center for Advancing Translational Sciences (NCATS))
HCMV inh: inhibitors of human cytomegalovirus; HFF cells, HCMV-luciferase reporter, 72 h; active compounds read low; activity change, negative = inhibition, % at 57.5 µM; 4.5% of 410,000 active; AID 1259415; in the data active = activity change below about -60%; inconclusive = no clear call, values can overlap the other calls; inactive = above about -39%
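Cell-based, HFFs, 1000 cells/well, 16 h 37C; cpds in DMSO + HCMV-luc, MOI 1 PFU/cell; 72 h 37C; OneGlo luminescence after 5 min RT; norm. to buffer vs Salinomycin 10uM.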
AMA1 RON2 block: AMA1-RON2 (P. falciparum) interaction inhibition; 0.2% of 360,000 active; AID 720542; Potency, µM (highest dose often 58.2 µM), for inactives: top-dose activity change, negative = inhibition, actives largely listed as inhibitors; AlphaScreen AMA1-biotinylated RON2 peptide binding;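 also: potency is read from the fitted curve at half-maximal effect; 0% = vehicle wells and -100% = peptide control; nearly all actives have a fitted effect of over 45% in size; some results filed as inactive show a strong effect at the top dose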
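AMA1 (3D7) with his tag at 25 nM final met compounds first, then biotinylated RON2 peptide at 25 nM; detection used donor plus acceptor beads, 10 µg/mL apiece, read by AlphaScreen after 30 min at room temperature.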
AmpC inh detg: AmpC beta-lactamase inhibition with detergent present; AmpC hydrolysis of nitrocefin, absorbance 480 nm, 0.01% Triton; Potency, µM (doses to about 114 µM), inactives show top-dose activity change, negative = inhibition, usual class: inhibitors; 0.041% of 370,000 active;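 also: potency is read from the fitted curve at half-maximal effect; 0% = no-compound wells and -100% = no-enzyme wells; nearly all actives have a fitted effect of over 25% in size; some results filed as inactive show a strong effect at the top dose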
Target sequence (P00811 whole entry, looked up): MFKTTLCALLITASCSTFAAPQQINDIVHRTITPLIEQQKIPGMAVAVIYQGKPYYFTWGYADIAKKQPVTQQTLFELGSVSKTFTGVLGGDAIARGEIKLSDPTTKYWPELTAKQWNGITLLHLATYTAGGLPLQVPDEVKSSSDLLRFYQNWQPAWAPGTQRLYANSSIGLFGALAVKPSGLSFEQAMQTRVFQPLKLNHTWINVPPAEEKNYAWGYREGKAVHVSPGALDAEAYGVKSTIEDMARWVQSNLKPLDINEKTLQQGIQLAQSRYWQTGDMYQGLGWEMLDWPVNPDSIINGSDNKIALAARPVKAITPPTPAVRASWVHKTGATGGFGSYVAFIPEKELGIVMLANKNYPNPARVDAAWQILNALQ
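20 mM phosphate pH 7.0 + 0.01% (detergent screen) or 0.0001% Triton X-100; 5.3 nM AmpC reagent; cpd preinc 15 min RT; nitrocefin (800 uM stock) to start; A480 q20 s × 4 min; Activity was normalised to no-enzyme and no-compound control wells.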
FBPA Giardia inh: blocks Giardia fructose-bisphosphate aldolase activity; Potency, µM (series often up to 59.6 µM), for the others: at the top dose activity, negative = inhibition, usual class: inhibitors; A8B2U2; 0.71% of 290,000 active; AID 2451; purified Giardia FBPA; also: potency is read from the fitted curve at half-maximal effect; nearly all actives have a fitted effect of over 55% in size
Target sequence (A8B2U2 whole entry, looked up): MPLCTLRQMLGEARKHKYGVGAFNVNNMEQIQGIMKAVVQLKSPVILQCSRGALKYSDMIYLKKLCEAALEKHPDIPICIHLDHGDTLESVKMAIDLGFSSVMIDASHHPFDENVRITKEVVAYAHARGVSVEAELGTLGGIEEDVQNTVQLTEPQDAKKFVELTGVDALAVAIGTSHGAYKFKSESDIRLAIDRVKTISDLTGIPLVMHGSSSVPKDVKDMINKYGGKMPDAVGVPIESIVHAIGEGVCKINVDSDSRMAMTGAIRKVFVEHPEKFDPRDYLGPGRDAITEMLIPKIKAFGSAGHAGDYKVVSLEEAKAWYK
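40 nM FBPA preincubated 10 min at RT with compound (up to 57.5 uM final), then substrate plus GAPDH/TPI/NAD/arsenate coupling and diaphorase/resazurin added. Fluorescence read after 20 min at RT, 525/598 nm.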
Sm TGR inh: inhibitors of Schistosoma mansoni thioredoxin glutathione reductase | Q962Y6 | purified TGR, DTNB reduction, TNB absorbance 405 nm | Potency, µM (doses to about 114 µM), for the others: at the highest dose activity change, negative = inhibition, actives largely listed as inhibitors | 3% of 360,000 active | AID 485364; also: potency is read from the fitted curve at half-maximal effect; nearly all actives have a fitted effect of over 60% in size
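First, TGR (20 nM dispensed) and NADPH were mixed with compound. Second, a 15 min room-temperature incubation followed. Third, further NADPH and then DTNB were added to start the reaction. Finally, TNB absorbance was monitored kinetically.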
HCV inhibitor: HCV inhibition; Huh7.5.1 HCVcc-Cre infection, luciferase reporter, 44 h; Potency, µM (series often up to 41.8 µM), for inactives: at the highest dose activity change, negative = inhibition, hits mostly inhibitors; 3.4% of 340,000 active; AID 651820; also: potency is read from the fitted curve at half-maximal effect
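Whole-lifecycle infectious HCVcc-Cre system; cells 1,000/well, compound then virus (~0.5 moi) added 4 h after plating, 44 h culture. Luciferase read 15 sec following 15 min substrate incubation, room temp.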
The depositor's hits bear a star; ? = inconclusive; nt = not tested or not shown; & = joins results of further samples; [ ] = remark or other dose. Unless noted, calls follow the shape of the dose curve; as a rule, active = well fitted curve in the direction sought with a large enough effect; inconclusive = small, poorly fitted or top-dose-only effect, or another doubt; inactive = no such curve, though single readings can be large; an effect the other way counts as inactive or inconclusive. Unless noted, % is scaled to controls: 0 for no effect and ±100 for the full control effect.

Every second line gives: HCMV inh	AMA1 RON2 block	AmpC inh detg	FBPA Giardia inh	Sm TGR inh	HCV inhibitor
1) COc1ccc(OC)c(/C=N/NC(=O)c2csc3ccccc23)c1
    28.9	3.3%	?	-8.6%	5.5%	-13.3%
2) COc1cccc(C(=O)N2CCCC(CCC(=O)NCc3ccc(F)c(F)c3)C2)c1 (configuration not stated)
    34.9	1.7%	4.5%	-0.2%	nt	12.1%
3) O=C(COC(=O)Cc1ccc(F)cc1)NC1CCCC1
    0.5	29.5%	-14.6%	nt	1.1%	-8.2%
4) O=[N+]([O-])c1ccc(S(=O)(=O)NCCCc2ccccc2)cc1
    -25.1	-6.5%	nt	nt	nt	3.3%
5) Cc1ccc(S(=O)(=O)N2CCN(c3ncnc4scc(-c5ccc(F)cc5)c34)CC2)cc1
    -12.4	-0.8%	-13.0%	nt	6.1%	?
6) O=c1c2ccccc2[nH]c(=S)n1CCCN1CCN(c2ccccc2)CC1
    -67.4*	4.9%	7.6%	-3.3%	-0.5%	-20.5%
7) O=C(NCc1ccccn1)Nc1ccc(Cl)cc1Cl
    63.2	92.7%[activator]	-1.7%	-2.0%	-19.8%	8.9%
8) N=c1nc2n(cc1F)C1OC(CO)C(O)C1O2 (configuration not stated)
    -98.6*	4.6%	nt	nt	nt	?
9) CCn1c(SCC(=O)N2CCC(C)CC2)nnc1-c1ccco1
    ?	4.4%	-15.4%	9.0%	-31.4%	20.8%
10) CCOCC(=O)Nc1cc(S(=O)(=O)N2CCOCC2)ccc1N1CCCCC1
    17.7	6.4%	-6.3%	-14.6%	0.2%	-27.2%
11) CCN1CCN(CCNC(=O)CCCCCn2c(=O)[nH]c3cc(C(=O)OC)ccc3c2=O)CC1
    16.1	9.3%	-5.1%	1.7%	3.5%	21.1%
12) CC(=O)Nc1nc(C)c(-c2csc(Nc3ccccn3)n2)s1
    0.0&79.8	-2.1%&5.7%	6.4%&-9.3%	-8.6%&-11.6%	11.6%&-7.2%	10µM*
13) Cn1nc(C(C)(C)C)c([N+](=O)[O-])c1C(=O)Nc1ccc(Br)cc1
    -39.1	0.8%	-9.8%	-1.8%	21.9%	12.6µM*
14) O=C1c2cccnc2C(Nc2ccc(S(=O)(=O)N3CCCCCC3)cc2)N1Cc1ccccc1 (configuration not stated)
    -13.1	-9.0%	-11.2%	-4.5%	-20.1%	-1.9%
15) CC(C)N(Cc1ccccc1)C(=O)CN1C(=O)NC(Cc2ccccc2)(c2ccccc2)C1=O (configuration not stated)
    -8.9	-3.6%	-13.8%	nt	7.0%	-11.8%
16) Cc1[nH]n(C(N)=S)c(=O)c1N=Nc1ccccc1C(F)(F)F
    -4.7	104.5%[activator]	2.4%	23.8%	-21.2%	-7.5%
17) O=C(Nc1cc(Cl)cc(Cl)c1)C1C2C=CC3(O2)C1C(=O)N(CCCN1CCOCC1)C3C(=O)NC1CCCCC1 (configuration not stated)
    -23.6	-13.1%	-2.7%	3.4%	5.6%	-15.8%
18) CC(=O)Oc1ccc(C(=O)NCc2ccc3c(c2)OCO3)cc1
    10.4	-11.1%	0.6%	1.5%	-5.6%	22.3%
19) CCCN1CCc2c(sc(NC(=O)CCS(=O)(=O)c3ccccc3)c2C(=O)OC)C1
    -9.1	8.4%	1.1%	nt	22.4µM*	2.8%
20) Cc1cccc(OCC(=O)N/N=C/c2ccc(N(C)C)cc2)c1
    -28.4	-13.3%	-0.8%	-1.8%	nt	4.2%
21) Cc1ccc(C)c(SCC(=O)NCc2ccco2)c1
    1.5	-15.2%	-1.0%	0.4%	1.0%	5.8%
22) CCOC(=O)OCC(=O)C1(O)CCC2C3CCC4=CC(=O)CCC4(C)C3C(O)CC21C (configuration not stated)
    23.3	-3.7%	nt	nt	nt	35.0%[activator]
23) Cc1ccc(/C(N)=N/OC(=O)CCC2CCCCC2)cc1
    -6.3	30.8%[activator]	-1.0%	2.3%	2.7%	18.6%
24) CC(=O)c1ccc(N2CCC(C)CC2)c(F)c1
    -29.7	9.7%	1.1%	3.9%	-2.7%	3.6%
25) O=C(N/N=C/c1ccccc1)c1[nH]c2ccc(Br)cc2c1-c1ccccc1
    -99.0*	6.1%	0.5%	1.1%	0.6%	?
26) CCC12CC3CC(C1)CC(C(=O)Nc1nn[nH]n1)(C3)C2
    8.8	-4.4%	?	?	-2.7%	13.2%
27) CC(=O)n1cc(N(C(=O)CCl)c2ccc([N+](=O)[O-])cc2)c2ccccc21
    ?	-1.8%	-7.3%	-13.4%	0.708µM*	7.08µM*
28) Cc1ccc(N(CCC#N)C(=O)COC(=O)C2CCN(c3ccc(C(F)(F)F)cn3)CC2)cc1
    13.6	-2.9%	?	nt	-4.8%	-0.5%
29) Cc1cccc(NC(=O)CSc2nc(=O)n(CCN3CCOCC3)c3c2CCCC3)c1C
    -5.5	8.8%	-15.5%	nt	-1.7%	-14.2%
30) Cc1cc(C(=O)Nc2ccc(N3CCOCC3)cc2)c2ccccc2n1
    35.6	-24.1%	8.0%	-4.1%	4.0%	?
31) CC(=O)c1ccc(N2CCN(S(=O)(=O)c3ccc4c(c3)CC(=O)N4)CC2)cc1
    8.7	15.6%	?	8.8%	-19.7%	-4.6%
32) COc1ccc(C(=O)Nc2ccnn2C2CCN(C(=O)C3CCOC3)CC2)cc1 (configuration not stated)
    15.6	-1.6%	3.6%	-0.6%	2.5%	2.4%
33) Cc1c(NC(=O)c2cccc(S(=O)(=O)N3CCOCC3)c2)c(=O)n(-c2ccccc2)n1C
    -19.6	-0.8%	0.0%	4.1%	0.2%	14.7%
34) CC1CCc2c(sc3ncnc(SCC(=O)Nc4ccc(C(=O)O)cc4)c23)C1 (configuration not stated)
    ?	-3.3%	5.9%	nt	-13.9%	33.3%[activator]
35) COc1ccc([C@H]2CC(=O)C=C(c3cccc4c3sc3ccccc34)C2)cc1OC
    -7.1	-26.4%	4.7%	nt	3.7%	?
36) CCOC(=O)c1sc(NC(=O)c2ccc(S(=O)(=O)N(CC)CC)cc2)nc1C
    16.8	-11.5%	?	1.5%	-1.8%	9.3%
37) CC1CCC(C(C)C)C(OC(=O)COC(=O)c2cccn2C)C1 (configuration not stated)
    ?	11.4%	?	-3.2%	6.4%	-10.5%
38) COc1ccc2nc(C)cc(SCC(=O)NNC(=O)COc3ccc(C)cc3)c2c1
    -32.4	1.6%	-12.3%	5.8%	7.7%	13.0%
39) C=CCNC(=O)c1c[nH]c2ccc(S(=O)(=O)N(C)c3ccc(OCC)cc3)cc2c1=O
    -66.5*	0.0%	2.2%	-1.4%	-2.9%	?
40) CC1(C)Cc2c(sc(NC(=O)c3ccc(S(=O)(=O)N4CCCC4)cc3)c2C#N)C(C)(C)N1
    -10.7	0.4%	-1.2%	nt	0.4%	11.1%
41) Clc1ccc(N/N=C/c2cccs2)nn1
    51.8	3.5%	5.1%	-4.2%	3.7%	0.9%
42) Cc1ccc(OCC(=O)O)c(-n2nc3ccccc3n2)c1
    -7.7	3.7%	-13.3%	17.9%	-34.2%	7.1%
43) COC(=O)C1=C(c2cccc(Cl)c2)C[C@@H]2CC[C@H]1N2C(=O)N1CCCC1
    ?	-1.7%	-8.0%	nt	-0.4%	?
44) CCOC(=O)[C@@H]1[C@H]2COc3cc(OC)ccc3[C@@H]2N2C(=O)N(c3cccc(F)c3)C(=O)[C@@]12C
    9.9	0.0%	?	-6.3%	-0.9%	5.2%
45) CCOC(=O)N1CCN(Cc2cccs2)CC1
    22.1	-22.4%	?	0.7%	8.8%	4.9%

2 compounds picked at random from the list so far, as already listed:
Every second line gives: HCMV inh	AMA1 RON2 block	AmpC inh detg	FBPA Giardia inh	Sm TGR inh	HCV inhibitor
40) CC1(C)Cc2c(sc(NC(=O)c3ccc(S(=O)(=O)N4CCCC4)cc3)c2C#N)C(C)(C)N1
    -10.7	0.4%	-1.2%	nt	0.4%	11.1%
43) COC(=O)C1=C(c2cccc(Cl)c2)C[C@@H]2CC[C@H]1N2C(=O)N1CCCC1
    ?	-1.7%	-8.0%	nt	-0.4%	?

Following part.
Every second line gives: HCMV inh	AMA1 RON2 block	AmpC inh detg	FBPA Giardia inh	Sm TGR inh	HCV inhibitor
46) CCOc1ccc(N(CC(=O)NCc2ccccc2C)S(C)(=O)=O)cc1
    139.3	-7.3%	-5.0%	14.9%	17.9%	14.0%
47) COc1ccccc1-n1c(SCC(=O)NC(C)(C)C)nnc1-c1ccco1
    -9.1	-0.2%	3.3%	-0.7%	?	23.6%
48) Cc1cc(NS(=O)(=O)c2cn(C)nc2C)no1
    -14.7	-2.0%	-7.8%	0.9%	4.9%	14.4%
49) CCOc1ccc(NC(=O)Nc2c[nH]c(=O)[nH]c2=O)cc1
    9.9	nt	7.8%	nt	6.9%	nt
50) CCC(=O)Oc1ccc(C(=O)Nc2cccc(NC(=O)c3ccco3)c2)cc1
    -3.6	-15.5%	-2.9%	-0.5%	11.6%	-26.6%
51) CCCCCC1CC(CC(=O)NC(=S)Nc2ccccc2Cl)C(=O)O1 (configuration not stated)
    11.1	3.7%	11.2%	-10.2%	-4.2%	15.4%
52) Fc1ccc(CNc2nc(-c3ccc(Cl)cc3)cc(C(F)(F)F)n2)cc1
    3.2	nt	1.5%	nt	-1.6%	nt
53) COc1ccc(-c2csc(NC(=S)NC(=O)c3ccc4ccccc4c3)n2)cc1OC
    0.3	44.7%[activator]	?	nt	-26.3%	-9.6%
54) COc1ccc(-n2nc(C(=O)Nc3ccc4c(c3)OCO4)c3c4ccccc4n(C)c3c2=O)cc1
    84.5	-4.2%	1.5%	1.8%	2.7%	11.0%&-11.5%
55) COc1ccc(-c2cc3ccc(OCc4nn[nH]n4)cc3oc2=O)cc1
    -10.8	-2.8%	-0.3%	2.2%	4.6%	4.5%
56) c1ccc(-c2ccc(CN3CCSCC3)cc2)cc1
    -1.7	-13.9%	-14.3%	?	-2.7%	-24.4%
57) N#Cc1cnn(CC2CCCCC2)c1N
    4.9	2.0%	?	0.1%	0.0%	23.1%
58) CN1CCN(C(=O)C23CC4CC(CC(C4)C2)C3)CC1
    26.0	-0.2%	-6.1%	2.6%	-11.6%	7.6%
59) C#CC[N+](C)(C)CCCCCCCCCC
    -98.1*	5.3%	-5.1%	8.1%	3.1%	?
60) O=C(CSc1ncccn1)Nn1cnnc1
    -15.9	3.3%	-5.6%	-4.3%	0.0%	-24.0%
61) COc1ccc(C2(C#N)CCC(=O)N2c2ccccc2)cc1 (configuration not stated)
    -30.4	-13.3%	2.8%	1.9%	16.5%	3.5%
62) COc1ccc(CCC(=O)N2CCCC(Nc3ccc(OC)cc3)C2)cc1 (configuration not stated)
    -34.4	-6.7%	-0.5%	-7.6%	-12.8%	7.4%
63) CCc1ccc(NC(=S)N2CCC(NC(=O)C3CCCCC3)CC2)cc1
    -10.8	-8.7%	-19.2%	9.5%	3.6%	7.0%
64) O=[N+]([O-])c1ccc2oc(C3CCCCC3)nc2c1
    20.5	-10.2%	2.0%	1.8%	5.6%	12.9%
65) COc1ccc(CCNC(=O)C(=O)NCC(c2ccco2)S(=O)(=O)c2ccccc2)cc1 (configuration not stated)
    33.8	nt	1.0%	nt	-21.9%	nt
66) CCn1c(SCc2nc3ccccc3c(=O)[nH]2)nc2ccccc21
    -8.9	-7.9%	5.6%	-8.0%	47.3%[activator]	-25.0%
